Screens: PubChem, National Center for Advancing Translational Sciences (NCATS)
AMA1 RON2 block: qHTS for Inhibitors of AMA1-RON; Towards Development of Antimalarial Drug Lead: Primary Screen | Plasmodium falciparum AMA1 (3D7) - RON2 peptide interaction | AlphaScreen AMA1-biotinylated RON2 peptide binding | Potency, µM (doses to about 58.2 µM), without a hit: at the top dose activity change, negative = inhibition, most hits filed as inhibitors | hit rate 0.2% among 360,000 | AID 720542, 2013;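 note: potency is the fitted concentration of half-maximal effect; 0% = vehicle wells and -100% = peptide control; nearly all actives have a fitted effect of over 45% in size; some results filed as inactive show a strong effect at the top dose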
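AMA1 (3D7) with his tag at 25 nM final met compounds first, then biotinylated RON2 peptide at 25 nM; detection used donor plus acceptor beads, 10 µg/mL apiece, read by AlphaScreen after 30 min at room temperature.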
CHX counter: Cycloheximide Counterscreen for Small Molecule Inhibitors of Shiga Toxin; cell reporter, cycloheximide protein synthesis inhibition counterscreen; max response, %; hit rate 12% among 300,000; AID 2314, 2010; in the data active = max response mostly above about 13%, no sharp cut-off; inactive = mostly below about 14%; note: read at 38.3 µM for the half of the compounds with a filed dose; 0% is about no effect
FBPA Giardia inh: qHTS Assay for Inhibitors of Fructose-1,6-bisphosphate Aldolase from Giardia Lamblia. A8B2U2. purified Giardia FBPA. Potency, µM (titrated, usually from 59.6 µM), without a hit: at the top dose activity, negative = inhibition, hits mostly inhibitors. hit rate 0.71% among 290,000; note: potency is the fitted concentration of half-maximal effect; % is set by controls: 0 for no effect and ±100 for the full control effect; nearly all actives have a fitted effect of over 55% in size
Target sequence (A8B2U2 whole entry, looked up): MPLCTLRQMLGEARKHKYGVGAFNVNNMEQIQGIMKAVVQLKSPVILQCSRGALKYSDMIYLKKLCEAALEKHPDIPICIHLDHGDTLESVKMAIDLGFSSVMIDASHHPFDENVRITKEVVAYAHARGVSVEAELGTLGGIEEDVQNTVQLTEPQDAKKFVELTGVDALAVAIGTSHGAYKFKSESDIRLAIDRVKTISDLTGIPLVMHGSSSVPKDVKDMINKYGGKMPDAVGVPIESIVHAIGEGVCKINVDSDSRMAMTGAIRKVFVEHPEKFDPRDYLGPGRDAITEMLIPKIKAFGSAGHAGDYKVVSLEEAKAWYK
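40 nM FBPA preincubated 10 min at RT with compound (up to 57.5 uM final), then substrate plus GAPDH/TPI/NAD/arsenate coupling and diaphorase/resazurin added. Fluorescence read after 20 min at RT, 525/598 nm.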
AmpC inh detg: qHTS Inhibitors of AmpC Beta-Lactamase (assay with detergent). AmpC hydrolysis of nitrocefin, absorbance 480 nm, 0.01% Triton. Potency, µM (titrated, usually from 114 µM), without a hit: at the top dose activity change, negative = inhibition, most hits filed as inhibitors. hit rate 0.041% among 370,000. AID 485294, 2010;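 note: potency is the fitted concentration of half-maximal effect; 0% = no-compound wells and -100% = no-enzyme wells; nearly all actives have a fitted effect of over 25% in size; some results filed as inactive show a strong effect at the top dose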
Target sequence (P00811 whole entry, looked up): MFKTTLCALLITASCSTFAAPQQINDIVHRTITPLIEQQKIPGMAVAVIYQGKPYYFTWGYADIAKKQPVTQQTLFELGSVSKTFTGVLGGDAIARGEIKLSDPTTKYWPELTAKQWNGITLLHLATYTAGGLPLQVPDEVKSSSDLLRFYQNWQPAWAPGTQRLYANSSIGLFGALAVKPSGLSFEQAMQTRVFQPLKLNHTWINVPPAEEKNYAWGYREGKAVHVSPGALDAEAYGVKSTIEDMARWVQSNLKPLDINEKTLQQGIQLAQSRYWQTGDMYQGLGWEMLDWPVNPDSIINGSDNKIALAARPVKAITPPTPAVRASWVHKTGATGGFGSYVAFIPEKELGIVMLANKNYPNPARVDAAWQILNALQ
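AmpC (5.3 nM in the dispensed reagent) in 20 mM phosphate pH 7.0 with 0.01% (detergent screen) or 0.0001% Triton X-100 was preincubated with compounds for 15 min at room temperature. Nitrocefin was then added from an 800 uM solution, and hydrolysis was followed at 480 nm.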
HCMV antiviral: qHTS Assay for inhibitors of the human cytomegalovirus (HCMV); HFF cells, HCMV-luciferase reporter, 72 h; active compounds read low; hit rate 4.5% among 410,000; activity change, negative = inhibition, % at 57.5 µM; in the data active = activity change below about -60%; inconclusive = no clear call, values can overlap the other calls; inactive = above about -39%; note: % is set by controls: 0 for no effect and ±100 for the full control effect
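Screen run at 2 compound doses on HFFs infected with reporter HCMV, MOI 1 PFU/cell. Luciferase activity from cell lysates at 72 h post infection gave inhibition relative to buffer-only and Salinomycin wells.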
AmpC no deterg: qHTS Inhibitors of AmpC Beta-Lactamase (assay without detergent). Potency, µM (titrated, usually from 57.1 µM), for the others: at the top dose activity change, negative = inhibition, usual class: inhibitors. AmpC nitrocefin hydrolysis, absorbance 480 nm, 0.0001% Triton. AID 485341, 2010. hit rate 0.52% among 330,000;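 note: potency is the fitted concentration of half-maximal effect; plate controls were no compound for no effect and no enzyme for full effect; nearly all actives have a fitted effect of over 20% in size; some results filed as inactive show a strong effect at the top dose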
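20 mM phosphate pH 7.0 + 0.01% (detergent screen) or 0.0001% Triton X-100; 5.3 nM AmpC reagent; cpd preinc 15 min RT; nitrocefin (800 uM stock) to start; A480 q20 s × 4 min; Activity was normalised to no-enzyme and no-compound control wells.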
Shiga inhibitor: A qHTS for Small Molecule Inhibitors of Shiga Toxin; hit rate 9.2% among 290,000; inhibition, % at 38.7 µM; Vero cells, Shiga toxin protein synthesis inhibition reporter; AID 2315, 2010; in the data active = inhibition mostly above about 28%, no sharp cut-off; inactive = mostly below about 43%; note: 0% is about no effect
* = called active by the depositor; ? = inconclusive; . = not tested or not shown; & = joins results of further samples; [ ] = remark or other dose. Unless noted, calls come from the whole dose curve; as a rule, active = well fitted curve in the direction sought with a large enough effect; inconclusive = small, poorly fitted or top-dose-only effect, or another doubt; inactive = no such curve, though single readings can be large; an effect the other way counts as inactive or inconclusive.

SMILES	AMA1 RON2 block	CHX counter	FBPA Giardia inh	AmpC inh detg	HCMV antiviral	AmpC no deterg	Shiga inhibitor
COc1ccc(NS(=O)(=O)c2cc(NC(=O)Cc3cccs3)ccc2C)cc1	15%	0	6%	-3%	-9	-20%	6
COc1ccccc1N1C(=O)CC(N2CCN(c3ccc([N+](=O)[O-])cc3)CC2)C1=O (stereo not given)	1%	0	7%	-1%	15	65%[activator]	-5
O=C1CC(C(=O)O)S/C(=N\N=C\c2ccc(Br)cc2)N1 (stereo not given)	92%[activator]	-3	13%	6%	35	-14%	-5
C=C(C)CSc1nc2sc3c(c2c(=O)n1-c1ccc(OC)cc1)CCN(C)C3	13%	-3	-10%	-1%	-14	82%[activator]	5
Cc1ccccc1Nc1nc(N)nc(COC(=O)CCC(=O)c2ccc(F)cc2)n1	-1%	.	.	0%	-2	-5%	.
CSCC[C@H](NC(=O)OC(C)(C)C)C(=O)N/N=C/c1c(C)[nH]c(=O)[nH]c1=O	82%[activator]	-3	23%	?	22	-4%	-5
O=C(COC(=O)c1cccs1)NCc1ccccc1	14%	25*	1%	?	-12	-11%	38
COc1ccc(Cl)cc1NC(=O)CN(C1CCCCC1)S(C)(=O)=O	17%	-2	-4%	3%	24	50%	-5
Cc1ccc(NC(=O)CN(C)S(=O)(=O)c2cccs2)cc1C	-1%	35*	-5%	-2%	41	-17%	90*
Cc1ccc(C(=O)CN(CCC(=O)O)C(=O)c2ccncc2)cc1	-5%	.	.	-1%	0	-7%	.
CCCc1cc(C(=O)N/N=C/c2cccn2C)cs1	-12%	62*	.	11%	-18	-31%	110*
Cc1cccc(OCC(O)CN2CCc3ccccc3C2)c1 (stereo not given)	13%	2	?	10%	-9	20%	-5
Cc1cc(C(C)(C)C)oc1C(=O)O	-2%	-3	2%	0%	23	-4%	-8
Cc1ccc2c(c1)C(=O)CC1(CCC(C(C)(C)C)CC1)O2 (stereo not given)	-3%	-4	4%	2%	-13	-29%	6
O=P(Cc1ccccc1O)(c1ccccc1)c1ccccc1	-18%	0	1%	-10%	2	-12%	-2
COc1ccccc1/C=C1\SC(=O)N(CCC(=O)N2CCCCC2CCO)C1=O (stereo not given)	-5%	-7	.	-4%	-23	140%[activator]	18
COc1cc(NS(=O)(=O)c2ccc(NC(=S)NC(=O)/C=C/c3ccc(OC)c(OC)c3)cc2)ncn1	7%	1	-4%	-10%	-14	-35%	-7
Cn1c(CN2CCC(C(N)=O)CC2)c(C#N)c2ccccc21	-4%	-2	-1%	1%	-7	-2%	2
C#CCN(C(=O)c1ccc(OC2CCN(C(=O)CCOC)CC2)cc1)C1CCCCC1	-5%	-1	5%	-15%	-2	147%[activator]	14
Cn1c(SCC(=O)NC2CCCc3ccccc32)nnc1C1CC1 (stereo not given)	23%	.	.	0%	-7	-7%	.
COc1cc([N+](=O)[O-])ccc1NC(=O)CN1CCc2cc(OC)c(OC)cc2C1	-17%	1	?	-1%	-16	70%[activator]	3
O=C(Nc1ccc(Cl)c(Cl)c1)c1ccccc1NC(=O)C1CC=CCC1C(=O)O (stereo not given)	12%	38*	.	?	?	-42%	59*
Cc1cccn2c(=O)c(/C=C(\C#N)C(N)=O)c(Oc3ccccc3)nc12	4%	-2	-14%	2%	10	-5%	-14
COc1ccccc1CNC(=O)c1cc(-c2ccncc2)nc2c(Cl)cccc12	-10%	0	.	-7%	-4	46%	-4
CN(C)c1ccc(C(=S)N2CCNCC2)cc1	0%	2	21%	0%	9	-20%	8
CN1C(=O)C(=Cc2ccccc2OS(=O)(=O)c2ccccc2)C(=O)N(C)C1=O	0%	6	-2%	-6%	68	-21%	-1
COc1ccc(NC(=O)NS(=O)(=O)c2ccc(C)cc2)c(OC)c1	-1%	1	?	?	7	-4%	14
N=C(SC1CC(=O)N(c2ccc(F)cc2)C1=O)N1N=C(c2ccccc2)CC1c1ccccc1 (stereo not given)	-8%	-2	5%	-5%	-30	-9%	4
Cc1ccc(N2CCN(S(=O)(=O)N3CCCCC3)CC2)cc1Cl	2%	-2	9%	0%	28	-11%	-8
COCCN1CCN(Cc2nc(C3(c4ccc(C)cc4)CCCC3)no2)CC1	-4%	5	-4%	-3%	-7	122%[activator]	-2

Entries listed so far that have an aryl thioether with sulfur outside any ring, in the order listed:
SMILES	AMA1 RON2 block	CHX counter	FBPA Giardia inh	AmpC inh detg	HCMV antiviral	AmpC no deterg	Shiga inhibitor
C=C(C)CSc1nc2sc3c(c2c(=O)n1-c1ccc(OC)cc1)CCN(C)C3	13%	-3	-10%	-1%	-14	82%[activator]	5
Cn1c(SCC(=O)NC2CCCc3ccccc32)nnc1C1CC1 (stereo not given)	23%	.	.	0%	-7	-7%	.

The listing continues.
SMILES	AMA1 RON2 block	CHX counter	FBPA Giardia inh	AmpC inh detg	HCMV antiviral	AmpC no deterg	Shiga inhibitor
Oc1c(C=C2N=c3ccccc3=N2)sc(=S)n1C1CCCCC1	-3%&7%	4&-1	5%&3%	?	-37&17	-11%&-22%	-3&-8
CS(=O)(=O)N1CCN(C(=O)C(Sc2ccccc2)c2ccccc2)CC1 (stereo not given)	-8%	-2	0%	-1%	-37	8%	-17
COc1ccc(CNCC(=O)Nc2sccc2C#N)cc1	16%	13	?	2%	-9	-22%	52*
Cc1nc(-c2ccc(NS(=O)(=O)c3ccccc3)cc2)cs1	0%	13	-6%	4%	?	-39%	21
CC(=O)Nc1ccc(S(=O)(=O)NCCNS(=O)(=O)c2ccc(NC(C)=O)cc2)cc1	5%	1	-19%	-9%	-7	-13%	-3
CC1CCC(=O)N(CCOc2ccccc2)CC1 (stereo not given)	-3%	39*	3%	4%	73	35%	58*
CC(c1ccco1)N(C(=O)COc1ccc(Cl)cc1Cl)c1ccccn1 (stereo not given)	-3%	53*	3%	-5%	8	15%	126*
CCN(Cc1ccccc1)CC(O)COC(c1ccc(OC)cc1)c1ccc(OC)cc1 (stereo not given)	-28%	-6	-7%	-5%	-15	30%	-13
COc1cccc(CNCCO)c1OCc1ccccc1Cl	6%	-2	-2%	-15%	-21	-6%	-9
N#Cc1cccc(N=c2ssnc2Cl)c1	-11%	8	20µM*	-13%	8	-16%	-2
Cc1cc2c3c(c1)C1(C(=O)N3C(C)(C)CC2C)C(C#N)=C(N)Oc2n[nH]c(C)c21 (stereo not given)	-8%	-1	6%	-5%	-27	4%	-4
CCNC(=S)N=Nc1c(O)n(Cc2ccc(Cl)cc2)c2ccccc12	2%	-2	0%	-1%	17	-36%	-5
Nc1c(N(CCCO)C(=O)C2CCCC2)c(=O)[nH]c(=O)n1Cc1ccccc1	1%	.	.	-10%	-19	-5%	.
COc1ccc(OC(=O)c2c(C)nn(-c3ccccc3)c2C)cc1	-15%	52*	1%	0%	40	20%	70*
O=C(NC12CC3CC(CC(C3)C1)C2)OCCNC1CCCCC1	-6%	0	-12%	-5%	?	10%	-11
Cc1cc(C)n(C(=O)CNC(=O)/C=C/c2ccccc2)n1	-2%	1	3%	1%	?	-16%	17
COc1ccc(CNCCC(c2ccc(F)cc2)c2ccc(OC(C)C)cc2)cc1OC (stereo not given)	0%	-9	2%	-2%	-97*	84%[activator]	-10
CC(C)Cn1cnc2c1c(=O)n(CC(=O)Nc1ccc3c(c1)OCO3)c(=O)n2Cc1ccccc1	?	-3	4%	-2%	27	-14%	-8
O=c1c(-c2ccccc2)c1-c1ccccc1	.	65*	4%	-5%	.	-10%	104*
Cc1ccccc1OCCC(=O)OCC(=O)NC1CCCC1	3%	.	.	?	-35	-11%	.

Continued, starting with the last 2 of the part before.
SMILES	AMA1 RON2 block	CHX counter	FBPA Giardia inh	AmpC inh detg	HCMV antiviral	AmpC no deterg	Shiga inhibitor
O=c1c(-c2ccccc2)c1-c1ccccc1	.	65*	4%	-5%	.	-10%	104*
Cc1ccccc1OCCC(=O)OCC(=O)NC1CCCC1	3%	.	.	?	-35	-11%	.
CC(=O)c1ccc(N2CCN(C(=O)C3CCN(S(=O)(=O)c4ccc(F)cc4)CC3)CC2)cc1	-1%	.	.	7%	-32	16%	.
CN(C)CCSc1nnc2[nH]c3ccccc3c2n1	0%	7	-19%	-2%	-4	-9%	27
Cc1nn2c(-c3ccccc3)c(-c3ccccc3)nc2[nH]c1=O	2%	-2	-10%	-13%	-12	-25%	-13
CCn1c(=O)cc(N2CCN(Cc3ccccc3)CC2)[nH]c1=O	-3%	0	-9%	-10%	-8	31%	2
CCc1cc(C(=O)N2CCN(c3ccccc3OC)CC2)sc1C	-3%	2	-3%	3%	0	50%	2
COCCCNC(=O)Cn1cnc2c(OCc3ccccc3)ncnc21	5%	.	.	.	29	-23%	.
COc1cccc(NC(=O)Cn2cc3c(n2)CCCCC3)c1	5%	10	-3%	?	-18	-13%	9
COC(=O)c1ccccc1NC(=O)c1nc(S(=O)(=O)Cc2ccccc2)ncc1Cl	0%	-10	.	-4%	-110*	-17%	-2
COc1cc2c3c(c1OC)Oc1ccc(cc1)C[C@H]1c4c(cc(OC)c(OC)c4Oc4ccc(cc4)C[C@@H]3N(C)CC2)CCN1C	-29%	.	.	.	20	-9%	.
COc1ccccc1N1CCN(c2ncnc3sc(C(=O)NCC4CCCO4)c(C)c23)CC1 (stereo not given)	-5%	-10	.	-9%	-28	157%[activator]	-6
Cc1nn(C(C)C(=O)NC2CCCCC2)c(=O)c2nn(-c3ccccc3)c(C)c12 (stereo not given)	-1%	12	.	-1%	?	-4%	-3
CCc1nn2c(NCCCO)cc(C)nc2c1-c1ccc(F)cc1	-1%	2	4%	?	28	53%	15
COCON1C(=O)CN(C(C)=O)C1c1ccc(Cl)cc1Cl (stereo not given)	0%	-2	3%	-2%	4	-3%	14
CC(C)(C)c1cc(-c2n[nH]c(=S)n2-c2ccccc2F)n[nH]1	78%[activator]	40*	-17%	9%	18	-51%	74*
Cc1ccc(N/C(CSC(N)=O)=N/S(=O)(=O)c2ccccc2)cc1	-9%	8	5%	0%	-5	-12%	8
CCn1c(CCC(N)=O)nnc1SCC(=O)Nc1cccc(S(=O)(=O)N2CCCC2)c1	-2%	.	.	-9%	-34	-12%	.
CC(C)(C)c1csc(NC(=O)CSc2nc3ccccc3c(=O)[nH]2)n1	-10%	-4	-3%	-15%	-107*	-7%	-20
CCCCNC(=O)CSc1nccn1Cc1ccccc1	-5%	1	-2%	?	-18	-6%	37
COc1ccccc1CN1CCC(CNS(=O)(=O)c2cc(-c3cc(C)no3)ccc2OC)CC1	5%	2	7%	-4%	0	51%	-5
CC(C)(C)C(=O)/C=C1\SCC(=O)N1CC(=O)N1CCN(c2ccccc2)CC1	-2%	.	.	.	24	43%	.
CN(C)CCNC(=O)c1cccc(S(=O)(=O)Nc2ccc(F)cc2)c1	-14%	-2	7%	3%	-18	-10%	-6
